# Source: PubChem
# UHRF1 MBD2 ctr: UHRF1 methylated DNA binding inhibitors, primary screen, counter-screen for MBD2 inhibitor project, biochemical, TR-FRET, human UHRF1, single concentration | UHRF1 binding to methylated oligo | inhibition, % at 4.4 µM | 0.75% of 370,000 active; in the data active = inhibition above about 21%;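 also: UHRF1 SRA domain binding a hemimethylated CpG hairpin DNA probe; 0% = median of test compound wells and 100% = reference inhibitor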
# ADAM17 inh: ADAM17 inhibitors, primary screen, biochemical, QFRET | Disintegrin and metalloproteinase domain-containing protein 17 (Homo sapiens), P78536 | recombinant ADAM17, EDANS/DABCYL FRET peptide cleavage | inhibition, % at 6.95 µM | 0.83% of 370,000 active | AID 720648, 2013;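 active = inhibition above the mean of compounds lying between control limits plus 3 SD, set per campaign, cut at about 8.5% in these data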;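 also: 0% = DMSO-only wells as the low control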
# PLC-gamma1 inh: PLC-gamma1 enzyme inhibitors, primary screen, biochemical, fluorescence, purified enzyme; AID 720700, 2013; fluorogenic substrate; inhibition, % at 12.2 µM; 0.84% of 370,000 active; 1-phosphatidylinositol 4,5-bisphosphate phosphodiesterase gamma-1 (Homo sapiens), P19174; in the data active = inhibition above about 9.5%
# ASAP1 inh: inhibitors of human ASAP1 ArfGAP activity, primary screen, biochemical, fluorescence polarization | inhibition, % at 16.5 µM | 0.19% of 360,000 active | ASAP1-stimulated ARF1 GTP hydrolysis, GDP FP detection | AID 624377, 2012; in the data active = inhibition above about 25%;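 also: 0% = vehicle with enzyme and substrate and 100% = no enzyme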
# Target sequence (Q9ULH1 325-724 limits assumed): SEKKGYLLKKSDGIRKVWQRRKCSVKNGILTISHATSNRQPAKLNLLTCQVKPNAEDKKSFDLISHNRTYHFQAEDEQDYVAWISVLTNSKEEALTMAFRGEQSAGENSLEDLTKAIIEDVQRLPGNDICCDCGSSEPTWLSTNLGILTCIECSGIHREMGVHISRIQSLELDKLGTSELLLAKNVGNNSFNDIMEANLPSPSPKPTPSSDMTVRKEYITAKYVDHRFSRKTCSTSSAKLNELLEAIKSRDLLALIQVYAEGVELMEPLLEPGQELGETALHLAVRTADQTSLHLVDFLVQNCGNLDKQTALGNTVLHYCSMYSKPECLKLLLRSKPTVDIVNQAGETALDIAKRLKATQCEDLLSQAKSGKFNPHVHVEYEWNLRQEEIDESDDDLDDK
# DDE Tn6 FP inh: inhibitors of Tn6 peptide binding to fibrin DD(E), primary screen, biochemical, fluorescence polarization, human fibrin, Tn6 probe; 0.21% of 370,000 active; AID 720509, 2013; inhibition, % at 8.3 µM; Fibrin DD(E) TRITC-Tn6 fluorescence polarization displacement; Fibrinogen beta chain (Homo sapiens), P02675;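 active = inhibition above a per-campaign cutoff: mean of compounds within control limits plus 3 SD, cut at about 15% in these data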;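 also: 0% = median of all compound wells on the plate and 100% = blocking peptide control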
# PLCb3 inh: human PLC-beta3 inhibitors, primary screen, biochemical, fluorescence | 1-phosphatidylinositol 4,5-bisphosphate phosphodiesterase beta-3 (Homo sapiens), Q01970 | Purified PLC-beta3, fluorogenic substrate | inhibition, % at 12.2 µM | 0.18% of 370,000 active | AID 720704, 2013; in the data active = inhibition above about 11%;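 also: 0% = median of compound wells on plate and 100% = full blocker control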
# proKLK7 act: proKLK7 zymogen activators, primary screen, biochemical, fluorescence intensity; Kallikrein-7 (Homo sapiens), P49862; purified proKLK7, EDANS-DABCYL substrate fluorescence; 100% is mature enzyme control, 0% vehicle; activation, % at 7 µM; 0.9% of 370,000 active; AID 652039, 2013;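 active = activation above the mean of all tested compounds plus 3 SD, computed per campaign excluding outliers beyond control limits, cut at about 13% in these data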
# ARFGAP1 inh: inhibitors of rat ARFGAP1 GAP activity, primary screen, biochemical, fluorescence polarization, GDP tracer. ADP-ribosylation factor GTPase-activating protein 1 (Rattus norvegicus), Q62848. Arfgap1-stimulated ARF1 GTP hydrolysis, GDP FP detection. inhibition, % at 16.5 µM. 0.26% of 360,000 active;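 active = inhibition above a per-plate limit, mean inhibition of low control wells plus 3 SD, cut at about 25% in these data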;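 also: 0% = DMSO wells with enzyme and 100% = wells lacking Arfgap1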
# Target sequence (Q62848 1-136 limits assumed): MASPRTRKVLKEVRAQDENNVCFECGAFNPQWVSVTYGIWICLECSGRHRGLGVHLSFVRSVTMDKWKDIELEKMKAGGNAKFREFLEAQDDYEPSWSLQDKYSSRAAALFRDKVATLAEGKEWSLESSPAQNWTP
#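 Material – truncated rat Arfgap1 GAP domain · Buffer or medium – HEPES-based buffer, pH 7.5 · Reagent – human ARF1(Δ1-17)-GTP substrate · Dosing – 16.5 µM single point, 1.26% DMSO · Schedule – GTP hydrolysis reaction 2 h at 25 °C · Technique – GDP detection by fluorescence polarization · Benchmarks – No-Arfgap1 wells (100%) versus DMSO full-reaction wells (0%) · Repeats – single replicate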
# MBD2 inh: inhibitors of MBD2 binding to methylated DNA, primary screen, biochemical, TR-FRET, DNA-binding domain, human | MBD2 binding to methylated oligonucleotide | 0.31% of 370,000 active | AID 686964, 2013 | Methyl-CpG-binding domain protein 2 (Homo sapiens), Q9UBB5 | inhibition, % at 4.4 µM; in the data active = inhibition above about 13%
# Target sequence (Q9UBB5 whole entry, looked up, the tested form may be a part): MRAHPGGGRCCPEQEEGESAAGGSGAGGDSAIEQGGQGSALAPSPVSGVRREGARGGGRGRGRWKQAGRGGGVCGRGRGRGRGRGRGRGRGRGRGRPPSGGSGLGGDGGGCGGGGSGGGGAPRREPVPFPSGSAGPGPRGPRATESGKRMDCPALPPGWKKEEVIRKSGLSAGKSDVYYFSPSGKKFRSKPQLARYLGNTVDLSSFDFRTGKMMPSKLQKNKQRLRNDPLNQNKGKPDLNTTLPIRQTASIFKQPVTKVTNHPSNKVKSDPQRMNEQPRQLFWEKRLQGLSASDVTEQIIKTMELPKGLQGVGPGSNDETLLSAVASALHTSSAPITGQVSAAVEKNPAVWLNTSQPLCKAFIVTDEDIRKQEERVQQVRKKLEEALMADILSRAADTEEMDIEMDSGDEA
# DDE Tn7 FP inh: inhibitors of Tn7 peptide binding to fibrin DD(E), primary screen, biochemical, fluorescence polarization, human fibrin, Tn7 probe | Fibrinogen beta chain (Homo sapiens), P02675 | FP displacement of FITC-Tn7 peptide from fibrin DD(E); 0% = median of compound wells per plate | inhibition, % at 8.3 µM | 0.13% of 370,000 active | AID 720508, 2013;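 active = inhibition above the mean of compounds falling within the control limits plus 3 SD of them, cut at about 14% in these data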;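 also: 0% = plate median of compound wells and 100% = 10 µM Aha-Tn7 peptide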
#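 Assay system: human fibrin DD(E). Input: DD(E) 2 µM final. Medium: Tris buffer with calcium and detergent, pH 7.8. Compound dosing: single point at 8.3 µM. Timing: 10 min plus 3 h, room temperature. Technique: fluorescence polarization of the labelled Tn7 tracer. Read-out: percent inhibition. Replicates: singlicate testing.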
# The depositor's hits bear a star; i = inactive; nt = not tested or not shown.
smiles,UHRF1 MBD2 ctr,ADAM17 inh,PLC-gamma1 inh,ASAP1 inh,DDE Tn6 FP inh,PLCb3 inh,proKLK7 act,ARFGAP1 inh,MBD2 inh,DDE Tn7 FP inh
CCCCC(C(=O)NC1CCCC1)N(C(=O)c1snc(C(N)=O)c1N)c1ccc(OCC)cc1 (stereo unspecified),-1,-3,-4,-1,-1,-4,-0.4,11,-4,5
CCOc1ccc(-c2nnc(N(CC)C(=O)C3CCC3)s2)cc1,10,-2,-3,3,-3,2,0.0,1,-6,7
CNS(=O)(=O)c1cc(O)c2c(S(=O)(=O)NC)cccc2c1,4,0,-224,4,0,-266,-0.8,0,-1,1
CC(C)c1nc2sc3c(c2c(=O)n1N)CC(C)(C)OC3,-2,-2,0,7,-2,3,-0.6,-8,0,-5
Cc1nc2ccc(NC(=O)COc3ccccc3C)cc2s1,-2,3,-2,-1,1,1,-0.2,3,3,2
COc1ccc(NS(=O)(=O)c2ccc3[nH]c(=O)[nH]c3c2)cc1,4,3,3,11,-2,-7,0.0,8,0,-3
COc1ccc(CCN2CC(C(=O)OCC(=O)NC(C)c3cccc(Cl)c3)CC2=O)cc1OC (stereo unspecified),0,-1,0,-14,3,-5,-0.3,-15,-4,4
Cc1cc(=O)c2c([nH]1)c(C)cc1[nH]c(C)c(C)c12,9,-355,i,-2,-8,i,-26,-5,-4,-4
Cc1oc2cc3oc(=O)c(CC(=O)O)c(C)c3cc2c1-c1ccccc1,-3,-21,-127,-14,13,-195,-1.6,-8,-3,6
Cc1c(CC(=O)NCCC(=O)O)c(=O)oc2cc3occ(-c4ccccc4)c3cc12,-4,-21,-81,4,0,-120,0.9,11,-4,-1
Cc1ccc(C)c(N2CCN(C(=O)C3CCC3)CC2)c1,0,-5,-4,0,-2,-9,-0.1,5,0,-3
Cc1ccc(NC(=O)C2(N(CC(C)C)C(=O)Cn3nnnc3N)CCCCC2)cc1,-2,-1,4,-5,6,1,0.2,-3,0,8
Cn1c(CNC(=O)CNC(=O)c2ccc(F)cc2)cc(=O)n(C)c1=O,2,-2,-2,5,4,-6,0.0,-1,-1,5
O=C(NN(Cc1ccccc1)Cc1ccccc1)c1ccccc1,0,-3,1,1,-1,-2,-0.2,2,2,-1
N#Cc1cccc(N=c2ssnc2Cl)c1,2,-2,-2,-4,0,0,0.4,-2,0,3
COc1ccc(NS(=O)(=O)c2cccc(-c3nnc(-c4ccccc4)o3)c2)cc1,0,9,8,12,0,6,0.5,-5,4,-3
COc1ccc(NC2=C(C(C)=O)C(c3ccc4c(c3)OCO4)C(C(C)=O)C(C)(O)C2)cc1 (stereo unspecified),-1,-4,-11,1,1,-6,0.1,17,-5,2
NC(=O)CS(=O)(=O)c1nc2ccccc2n1CC(=O)N1CCCCC1,1,-2,1,-13,7,4,-0.4,-1,3,-2
COc1ccc(C(=O)NC(C)Cn2nc(C)cc2C)cc1OC1CCN(C(C)=O)CC1 (stereo unspecified),-2,2,6,-8,-1,-5,0.3,-1,-5,1
O=C(NC1CCCCC1)c1cc([N+](=O)[O-])ccc1N1CCOCC1,6,1,3,-6,-2,1,0.2,9,2,0
O=C(Nc1ccccc1)N1c2ccccc2SC1c1ccco1 (stereo unspecified),4,0,3,16,-4,0,0.3,2,1,2
Cc1ccc(NC(=S)N(CCN(C)C)C(C)c2ccco2)cc1C (stereo unspecified),-1,0,1,10,8,-2,-0.4,-5,-1,0
CCOc1ccc(NC(=O)C2CCCN(C(=O)NCc3ccccc3)C2)cc1 (stereo unspecified),0,-4,1,-4,9,-1,-0.1,3,1,0
CCCCN(c1ccccc1)S(=O)(=O)c1cccc(C(=O)O)c1,0,-5,-2,-9,0,-7,0.2,1,-4,-4
CCn1c(=O)c(=O)[nH]c2cc(C(=O)Nc3ccc(S(=O)(=O)N4CCCC4)cc3)ccc21,-3,-2,-13,4,0,-14,0.2,-13,1,2
C[C@H]1CN=C(N(C)C)N1CC1CCCCC1,2,-3,2,7,-6,2,0.2,2,3,-4
c1ccc2[nH]c(-c3ccncc3)nc2c1,3,-23,-137,10,-2,-205,4.6,16,2,-9
O=C1NCCCC1C(=O)N/N=C/c1ccc(Cl)cc1 (stereo unspecified),-3,-2,0,4,-1,2,-0.2,-4,-4,1
CCOc1ccccc1C(=O)NCC(=O)NCc1ccc(S(=O)(=O)N2CCOCC2)cc1,2,-3,2,-12,2,-10,0.5,0,-3,2
CCN(CC)CCNC(=O)c1cn(-c2ccccc2)nc1-c1cccs1,1,-7,0,-3,-3,0,-0.6,12,2,-2
CC(=O)Nc1ccc(S(=O)(=O)N2CCN(Cc3ccccn3)CC2)cc1,0,-2,0,0,0,0,0.1,1,-4,4
O=C(N/N=C/c1coc2ccccc2c1=O)c1cc(Br)ccc1O,-2,-8,-7,4,1,-12,0.3,7,0,-6
COc1cccc(Nc2nc(NCC3CCCO3)c3ccccc3n2)c1 (stereo unspecified),-2,-6,-15,6,9,-17,0.1,-10,-5,4
FC(F)(F)c1cccc(Cc2noc(CN3CCCC3)n2)c1,0,0,3,-2,1,0,0.7,-2,-5,-5
COc1cc(-n2c(C)nc3cc(C(=O)N4CC(C)CC(C)C4)ccc32)cc(OC)c1OC (stereo unspecified),4,4,0,nt,-6,1,-0.1,nt,2,5
Cc1ccc(S(=O)(=O)N2CCC[C@H]2C(=O)OC(C)C(=O)Nc2ncc(Cl)cc2Cl)cc1 (stereo partly specified),3,7,4,1,0,4,-0.6,5,-2,0
Cc1ccc(CN2CCN(/N=C/c3sccc3C)CC2)c(C)c1,1,2,11*,-1,3,7,0.0,3,2,-1
Cc1cc(C)nc(N2CCC(C(=O)O)CC2)n1,-2,-11,-7,-15,5,-9,-0.1,4,0,4
O=C(CCSc1nccn1Cc1ccccc1)N1CCOCC1,7,-1,2,10,4,5,0.0,-1,-2,-1
CC1CCN(CCc2nc3cc(NC(=O)COc4ccc(Cl)cc4)ccc3n2C)CC1,3,-22,-1,3,-2,-8,0.0,6,1,1
COc1ccc(NC(=O)N2CCC(c3ccccc3)C2)c(OC)c1 (stereo unspecified),-2,-2,1,-6,3,2,0.8,-10,-2,-5
CC1(C)CC(=O)c2cc(C(=O)O)c(=O)n(-c3ccccc3)c2C1,-2,-2,-4,-4,4,-3,-0.8,0,-9,1
COc1ccc(SCCc2ccncc2)cc1,-1,1,3,-1,-3,-1,-0.1,8,0,-4
O=C(NC1CCCC1)c1cc2nc(-c3ccco3)cc(C(F)(F)F)n2n1,-1,-43,-332,-2,-4,-462,4.5,2,-3,-4
OCCCc1n[nH]c(=S)n1-c1ccccc1,1,-3,-2,1,-7,-4,-0.1,-3,2,0
O=C(COC(=O)CNC(=O)c1ccccc1)NC1CCCC1,3,3,7,-8,0,2,-0.3,2,0,6
CNc1ccn(C2CCCO2)c(=O)n1 (stereo unspecified),1,-2,1,-4,5,-5,-0.5,15,0,9
O=C(NC(=O)c1cccc(F)c1)Nc1nc(-c2ccc(F)cc2)cc(C(F)(F)F)n1,2,-1,4,2,4,2,-0.5,-9,3,-6
COc1nc(-c2cccc([N+](=O)[O-])c2)nc2ccccc12,-1,-2,-4,-7,-2,-12,-0.4,-1,-2,-1
COc1cccc(/C=N/n2nnnc2N)c1,-1,-9,-9,6,0,-19,-0.3,8,-4,3
COc1ccc(N2CCN(C(=O)CSc3nnc(COc4cccc5cccnc45)o3)CC2)cc1,-4,-3,0,10,-2,3,-0.2,15,-2,-3
COc1ccc(CCNC(=O)/C=C/C(=O)O)cc1OC,5,4,-2,10,1,-3,0.2,-6,0,0
Cc1ccccc1C(=O)Nc1ccc(C(=O)N/N=C/c2ccc(O)c(Br)c2)cc1,3,4,-249,4,-4,-252,0.4,22,-6,5
Cc1c(NC(=O)c2cccc(NC(=O)c3ccco3)c2)cccc1C(=O)O,2,9.0*,6,18,-1,6,-0.1,-2,1,-9
COc1ccc(C)cc1N(C(=O)CNC(=O)c1ccco1)C(C(=O)NCC1CCCO1)c1ccccc1 (stereo unspecified),0,-1,2,13,0,-5,0.4,-2,1,-7
c1cncc(-c2nnc(-c3cccnc3)nn2)c1,-1,0,3,6,-6,5,0.9,1,1,-7
COc1ccccc1/C=C/C=N/NC(=O)CN1CCN(S(=O)(=O)c2ccc(C)cc2)CC1,3,-1,-1,-9,-4,-9,-1.9,16,-4,-6
CN(C)/C=C1\SC(=S)N(N2C(=O)C3C4C=CC(C4)C3C2=O)C1=O (stereo unspecified),0,-4,2,-6,1,2,1.2,3,1,4
c1ccc2sc(-c3ccncc3)nc2c1,-12,-5,0,-6,11,-11,-0.3,-5,-3,2
O=C1N(Cc2cccnc2)C[C@@H]2C[C@@H](c3ccccc3C#Cc3ccccc3)N3CCC[C@@]123,2,-3,-4,6,2,-17,1.2,0,2,-6
CCCCn1c(N)c(N(CC)C(=O)c2ccc(C)cc2)c(=O)[nH]c1=O,0,-2,-2,5,-2,-5,0.1,6,1,1
CSc1ccc(CNC(=O)Cc2ccc(NC(=O)C3=C(C)OCCS3)cc2)cc1,0,2,-2,-7,0,-11,-0.3,0,-2,4

# By substructure, those above containing bromine.
smiles,UHRF1 MBD2 ctr,ADAM17 inh,PLC-gamma1 inh,ASAP1 inh,DDE Tn6 FP inh,PLCb3 inh,proKLK7 act,ARFGAP1 inh,MBD2 inh,DDE Tn7 FP inh
O=C(N/N=C/c1coc2ccccc2c1=O)c1cc(Br)ccc1O,-2,-8,-7,4,1,-12,0.3,7,0,-6
Cc1ccccc1C(=O)Nc1ccc(C(=O)N/N=C/c2ccc(O)c(Br)c2)cc1,3,4,-249,4,-4,-252,0.4,22,-6,5
